High-throughput results (PubChem BioAssay)
L major viab: Leishmania major promastigote growth inhibition, primary screen | Leishmania major promastigotes, resazurin fluorescence viability | inhibition, % at 10 µM | actives 9% (n = 200,000) | AID 1063, 2008; in the data active = inhibition above about 50%;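 note: promastigotes grown with compound for 44 hours at 28 °C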
Redox H2O2 prof: compounds producing H2O2 with reducing agent – biochemical, NIH compound library profiling, artefact control for MLSCN library redox annotation, primary screen; DTT-dependent redox cycling H2O2, phenol red/HRP absorbance; 100% = 100 µM peroxide control, 0% = buffer; activation, % at 10 µM; actives 0.03% (n = 200,000);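 active = activation of at least 50% relative to the plate's high and low controls in the primary single-dose screen; inactive = activation below 50%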;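 note: compound incubated with DTT at 0.8 mM final as the reducing agent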
S1P3 antagonist: S1P3 receptor antagonists, primary screen, cell-based. Sphingosine 1-phosphate receptor 3 (Homo sapiens), Q99500. CHO S1P3 NFAT-BLA reporter, FRET fluorescence, antagonist mode. AID 485, 2006. inhibition, % at 4.98 µM. actives 0.27% (n = 170,000);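 active = inhibition above the plate cutoff, the mean inhibition of test wells on that plate plus 3 SD, cut at about 28% in these data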;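 note: cells challenged with S1P at its EC80 of 0.8 µM; blue over green emission ratio from cleaved BLA substrate after 4 h stimulation; 0% = S1P-stimulated wells and 100% = unstimulated DMSO-only wells; some compounds past the cut are filed as inactive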
Target sequence (Q99500 whole entry, looked up): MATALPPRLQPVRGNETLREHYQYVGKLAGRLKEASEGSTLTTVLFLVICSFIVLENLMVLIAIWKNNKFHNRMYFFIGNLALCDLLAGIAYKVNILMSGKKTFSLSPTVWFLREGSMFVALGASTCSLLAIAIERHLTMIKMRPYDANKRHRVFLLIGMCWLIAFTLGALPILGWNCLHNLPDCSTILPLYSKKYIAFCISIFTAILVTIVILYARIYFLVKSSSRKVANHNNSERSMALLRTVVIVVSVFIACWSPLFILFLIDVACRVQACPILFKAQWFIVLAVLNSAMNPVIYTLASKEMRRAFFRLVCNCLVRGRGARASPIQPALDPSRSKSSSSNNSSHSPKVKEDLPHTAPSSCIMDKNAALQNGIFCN
TR-FRET SRC-2 ct: TR-FRET signal artefacts, primary screen, artefact control for PPARgamma SRC-2 agonist project, biochemical. AID 1049, 2008. TR-FRET ratio at 8 µM. actives 0.4% (n = 200,000). TR-FRET artefact counter-screen; active compounds read high; in the data active = TR-FRET ratio above about 2000; note: inactives centre near 1500
bIAP inhibitor: bovine intestinal alkaline phosphatase inhibitors, primary screen, selectivity assay for TNAP inhibitor project, biochemical, bovine IAP, CDP-star luminescence; alkaline phosphatase, intestinal [Bos taurus]; purified bovine IAP, 30 min; inhibition, % at 20 µM; 190,000 tested, under 10 active; AID 1019, 2008;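 active = over 50% inhibition of intestinal alkaline phosphatase at 20 µM in the single-dose screen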
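Incubation: 30 min reaction at room temperature / Material: purified bovine intestinal alkaline phosphatase (IAP) enzyme / Input: enzyme at 1/65,000,000 dilution / Dosing: 20 µM single dose / Signal: CDP-star luminescence signal / Reagent: CDP-star chemiluminescent phosphatase substrate, 30 µM final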
PPARg SRC2 recr: agonists of PPARg-SRC-2 recruitment, primary screen, biochemical, HTS; actives 0.34% (n = 200,000); PPARgamma LBD-SRC-2 recruitment; activation, % at 8 µM; in the data active = activation above about 22%;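 note: 0% = vehicle and 100% = reference agonist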
PPARg SRC-3 ag: PPARgamma agonists recruiting SRC-3 coactivator, primary screen, biochemical; Peroxisome proliferator-activated receptor gamma (Homo sapiens), P37231; AID 731, 2007; actives 0.26% (n = 200,000); activation, % at 8 µM; biochemical PPARgamma/SRC-3 coactivator recruitment assay; in the data active = activation above about 23%;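 note: 0% = DMSO and 100% = reference agonist; some compounds past the cut are filed as inactive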
ROMK mod: ROMK potassium channel modulators, primary screen, cell-based, thallium flux, MLSMR library | ATP-sensitive inward rectifier potassium channel 1 (Homo sapiens), P48048 | Tet-inducible ROMK, thallium flux fluorescence; actives lie on both sides | B-score at 10 µM | actives 2% (n = 130,000) | AID 1918, 2009;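 active = signal ratio slope over the read window, or its plate-corrected B-score, at least 3 SD from the plate mean, either direction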;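 note: B-score of the F/F0 ratio slope over 7 to 12 s after thallium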
Target sequence (P48048 whole entry, looked up): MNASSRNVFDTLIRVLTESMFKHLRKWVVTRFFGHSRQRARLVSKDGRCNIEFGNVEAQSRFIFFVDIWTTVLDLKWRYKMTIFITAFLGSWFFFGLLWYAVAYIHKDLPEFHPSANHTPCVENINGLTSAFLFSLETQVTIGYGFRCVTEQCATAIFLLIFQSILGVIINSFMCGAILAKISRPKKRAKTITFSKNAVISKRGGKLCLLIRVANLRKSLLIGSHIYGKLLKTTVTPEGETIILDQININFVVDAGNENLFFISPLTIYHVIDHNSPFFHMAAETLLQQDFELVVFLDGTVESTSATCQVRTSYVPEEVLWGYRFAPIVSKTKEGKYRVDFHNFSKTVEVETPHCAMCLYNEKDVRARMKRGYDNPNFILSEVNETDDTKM
PPARg SRC-1 ag: PPARgamma agonists recruiting SRC-1 coactivator, primary screen, biochemical; Peroxisome proliferator-activated receptor gamma (Homo sapiens), P37231; PPARgamma-SRC-1 coactivator recruitment biochemical assay; activation, % at 8 µM; actives 0.41% (n = 200,000); in the data active = activation above about 19%;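 note: 0% = DMSO and 100% = reference agonist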
RAM network inh: inhibitors of the yeast RAM network, primary screen, dse1pr::URA3 reporter, 5-FOA selection; S. cerevisiae dse1pr::URA3 reporter, 5-FOA growth OD615, 2 d; analog-sensitive cbk1-as2 kinase mutant strain; inhibition, % at 50 µM; actives 1.8% (n = 190,000); AID 868, 2007;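 active = inhibition above a set limit, 3 SD over mean compound inhibition, cut at about 8.4% in these data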;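 note: 0% = DMSO-only wells with no growth and 100% = 10 µM 1-NA-PP1 full growth; inhibition rescues growth on 5-FOA so higher OD means more RAM inhibition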
Efa HMGR inh: inhibitors of E. faecalis class II HMGR, primary screen, biochemical, Enterococcus faecalis; HMG-CoA reductase (Enterococcus faecalis, mvaE); purified E. faecalis HMGR, NADPH absorbance 340 nm kinetic; inhibition, % at 10 µM; actives 0.41% (n = 190,000);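 active = inhibition above a set limit, the median over all tested compounds plus 3 SD, cut at about 9.5% in these data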;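 note: enzyme runs in reverse so mevalonate oxidation gives rising NADPH absorbance; 0% = complete reaction with DMSO and 100% = background rate lacking mevalonate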
Active calls of the source: *; . = not tested or not shown. The order is random; any-hit rate near 13%.

Fields – L major viab | Redox H2O2 prof | S1P3 antagonist | TR-FRET SRC-2 ct | bIAP inhibitor | PPARg SRC2 recr | PPARg SRC-3 ag | ROMK mod | PPARg SRC-1 ag | RAM network inh | Efa HMGR inh
- Cc1csc(SCC(=O)N(C)c2c(N)n(Cc3ccccc3)c(=O)[nH]c2=O)n1
    2.0 | -0.4 | -38.3 | 1548 | -0.8 | -3.0 | 2.6 | 0.654 | -0.6 | 1.9 | -0.8
- O=C(CN1CCOCC1)Nc1nc2ccc(Br)cc2s1
    5.2 | 0.9 | . | 1417 | -15.3 | 4.3 | 5.1 | . | 4.1 | 1.2 | -2.3
- O=C(CSc1nnnn1-c1cccc2ccccc12)Nc1ccc(N2CCOCC2)c(Cl)c1
    4.8 | -0.5 | . | 1573 | 12.0 | 9.7 | -1.5 | -0.994 | 2.2 | 4.5 | -2.2
- C=CCN(c1ccc(C(=O)Nc2ccc3c(c2)OCO3)cc1)S(C)(=O)=O
    1.1 | 0.7 | -7.0 | 1542 | 7.9 | 7.2 | 2.9 | 0.636 | 9.4 | 4.9 | -0.1
- O=C(NNC(=O)c1ccc2ncccc2c1)c1ccc(Cl)cc1
    -4.3 | -0.1 | -10.4 | 1618 | -35.1 | 5.3 | 0.2 | -1.22 | 4.0 | 0.7 | 1.2
- COc1cc2c(cc1OC)C(c1ccccc1)N(C(=O)CSCC(=O)O)CC2 (stereo not drawn)
    -6.0 | -2.3 | -9.6 | 1682 | 19.1 | -4.2 | 3.6 | -0.286 | 3.2 | -0.8 | -1.9
- Cc1ccc(S(=O)(=O)Nc2nc(C)c(C(=O)Nc3ccccc3)s2)cc1
    23.4 | 0.0 | -2.6 | 1700 | -7.5 | 0.7 | 3.3 | 0.678 | 1.6 | 4.5 | -1.1
- N#CC1=C(N)N(c2ccccc2)C2=C(C(=O)CCC2)C1c1ccccc1 (stereo not drawn)
    69.2* | 3.3 | . | 1447 | 24.8 | -10.3 | -4.9 | . | 6.0 | 0.1 | -0.3
- O=C(O)c1cccc(S(=O)(=O)Nc2ccccc2-c2ccccc2)c1
    -7.5 | -0.4 | -13.3 | 1484 | 7.6 | 0.4 | 6.5 | . | -2.0 | -0.5 | -4.6
- COc1ccc(CCNC(=S)Nc2cccc3ccccc23)cc1
    85.2* | 0.0 | -12.3 | 1680 | 9.2 | 5.6 | 4.9 | . | 8.4 | 0.3 | -2.7
- O=C(c1ccc2snnc2c1)N1CCOCC1
    -2.5 | 2.0 | 4.2 | 1466 | 9.5 | 1.4 | -11.3 | . | 3.9 | 2.8 | -4.0
- COc1ccc(NC(=O)CSC2CC(=O)N(c3ccc4c(c3)OCCO4)C2=O)cc1 (stereo not drawn)
    -8.8 | -1.4 | -35.3 | 1592 | 3.5 | 4.4 | 4.6 | -0.266 | 2.3 | 2.6 | 0.6
- COc1cccc(-n2cnc3cccc(N)c32)c1
    -3.9 | -2.4 | -58.4 | 1364 | -3.4 | 5.6 | -6.4 | . | -2.0 | 0.0 | -5.0
- CCc1ccccc1NC(=O)Cn1nc(C(F)(F)F)cc1C1CC1
    -0.9 | -8.2 | . | 1623 | 11.2 | 7.5 | -10.4 | . | 7.3 | 2.1 | 2.7
- CCNc1ncnc2c1cnn2C
    -7.0 | 0.1 | 4.5 | 1804 | 1.8 | 8.9 | -0.2 | 0.976 | 1.3 | 2.2 | -2.3
- Cc1ccc(/C=C2/C(=O)N=C(N)N2C)s1
    -4.2 | -0.2 | -15.2 | 1477 | 17.5 | 4.2 | 9.2 | -0.994 | 15.7 | 2.3 | -5.6
- CCN(CC)S(=O)(=O)c1ccc(C(=O)Nc2cccc(C)c2)cc1
    10.7 | 0.0 | . | 1583 | 11.2 | -0.9 | -8.3 | -0.0212 | -1.6 | 3.7 | -6.8
- O=C(COc1ccccc1)Nc1cc(C(F)(F)F)ccc1N1CCCC1
    2.2 | 1.0 | . | 1381 | 4.2 | 3.1 | 16.3 | . | 11.1 | 3.7 | 1.8
- CCSc1nc2c(c(=O)n1-c1ccc(F)cc1)SCC2
    6.3 | 0.6 | . | 1620 | 14.7 | -2.4 | -4.9 | . | 1.4 | -0.2 | -8.7
- Cc1nonc1OCCn1nnnc1N
    -8.2 | 0.1 | -10.3 | 1381 | 5.5 | -2.6 | 0.7 | . | -2.3 | 1.6 | -0.1
- COc1ccc(CC(=O)N2N=C(C)CC2(O)c2cccnc2)cc1 (stereo not drawn)
    -3.5 | 0.1 | . | 1681 | -28.0 | 9.5 | 15.3 | 0.535 | 0.6 | -0.1 | -0.9
- C=CCN(c1cccc(C(F)(F)F)c1)S(=O)(=O)c1cccc(C(=O)OCC(=O)NC)c1
    -1.3 | -0.2 | -8.4 | 1576 | 41.1 | 4.4 | 7.3 | . | 10.9 | 1.5 | -0.5
- O=C(/C=C/c1cccc(Br)c1)NCC1CCCCC1
    -6.6 | 0.4 | -2.4 | 1596 | 7.7 | -4.8 | -2.6 | . | -7.8 | 1.9 | -5.5

Some of the entries above in another layout.
Structure,L major viab,Redox H2O2 prof,S1P3 antagonist,TR-FRET SRC-2 ct,bIAP inhibitor,PPARg SRC2 recr,PPARg SRC-3 ag,ROMK mod,PPARg SRC-1 ag,RAM network inh,Efa HMGR inh
COc1ccc(NC(=O)CSC2CC(=O)N(c3ccc4c(c3)OCCO4)C2=O)cc1 (stereo not drawn),-8.8,-1.4,-35.3,1592,3.5,4.4,4.6,-0.266,2.3,2.6,0.6
COc1cccc(-n2cnc3cccc(N)c32)c1,-3.9,-2.4,-58.4,1364,-3.4,5.6,-6.4,.,-2.0,0.0,-5.0
CCc1ccccc1NC(=O)Cn1nc(C(F)(F)F)cc1C1CC1,-0.9,-8.2,.,1623,11.2,7.5,-10.4,.,7.3,2.1,2.7
CCNc1ncnc2c1cnn2C,-7.0,0.1,4.5,1804,1.8,8.9,-0.2,0.976,1.3,2.2,-2.3
Cc1ccc(/C=C2/C(=O)N=C(N)N2C)s1,-4.2,-0.2,-15.2,1477,17.5,4.2,9.2,-0.994,15.7,2.3,-5.6
CCN(CC)S(=O)(=O)c1ccc(C(=O)Nc2cccc(C)c2)cc1,10.7,0.0,.,1583,11.2,-0.9,-8.3,-0.0212,-1.6,3.7,-6.8
O=C(COc1ccccc1)Nc1cc(C(F)(F)F)ccc1N1CCCC1,2.2,1.0,.,1381,4.2,3.1,16.3,.,11.1,3.7,1.8
CCSc1nc2c(c(=O)n1-c1ccc(F)cc1)SCC2,6.3,0.6,.,1620,14.7,-2.4,-4.9,.,1.4,-0.2,-8.7
Cc1nonc1OCCn1nnnc1N,-8.2,0.1,-10.3,1381,5.5,-2.6,0.7,.,-2.3,1.6,-0.1
COc1ccc(CC(=O)N2N=C(C)CC2(O)c2cccnc2)cc1 (stereo not drawn),-3.5,0.1,.,1681,-28.0,9.5,15.3,0.535,0.6,-0.1,-0.9
C=CCN(c1cccc(C(F)(F)F)c1)S(=O)(=O)c1cccc(C(=O)OCC(=O)NC)c1,-1.3,-0.2,-8.4,1576,41.1,4.4,7.3,.,10.9,1.5,-0.5
